NCI-60 one-dose screen, 48 h, at 10 µM unless noted. Numbers give growth in % (100 = growth as untreated, 0 = no growth, -100 = all killed).
OVCAR-4 = OVCAR-4 ovarian cancer cells | AID 1794784 | hit rate 3.7% among 80,000
SK-OV-3 = SK-OV-3 ovarian cancer cells. hit rate 3.2% among 80,000
RXF 393 = RXF 393 renal cancer cells. hit rate 6.9% among 77,000
OVCAR-3 = OVCAR-3 ovarian cancer. AID 1794787. hit rate 7% among 79,000
IGROV1 = IGROV1 ovarian cancer | hit rate 4.7% among 79,000 | AID 1794786
A498 = A498 renal cancer cells; AID 1794774; hit rate 5.4% among 76,000
OVCAR-8 = OVCAR-8 ovarian cancer; hit rate 4.4% among 81,000
OVCAR-5 = OVCAR-5 ovarian cancer; hit rate 2.9% among 82,000; AID 1794783
ACHN = ACHN renal cancer; AID 1794771; hit rate 4.9% among 81,000
Starred values were filed as active, the others as inactive; & = joins results of further samples. How the source made its calls: active means growth percent below 10; inactive means the rest. The list is partial; count on the stated rates, not on these rows.

The opening eight records (preview)
For [Au+].[N-]=C=O.c1ccc(CN2[CH-]N(Cc3ccccc3)C(c3ccccc3)=C2c2ccccc2)cc1 the results were OVCAR-4 79.7, SK-OV-3 96.8, RXF 393 83.0, OVCAR-3 82.6, IGROV1 81.1, A498 111.9, OVCAR-8 98.9, OVCAR-5 144.6 and ACHN 93.2.
For O=C1NC(=O)C(=Cc2cn(C[C@H](O)Cn3c4ccccc4c(=O)c4ccccc43)c3ccccc23)C(=O)N1 the results were OVCAR-4 112.2, SK-OV-3 99.4, RXF 393 95.7, OVCAR-3 105.2, IGROV1 82.3, A498 119.4, OVCAR-8 97.6, OVCAR-5 123.3 and ACHN 92.2.
Screening CCCCn1c(=O)c(C(=O)NCc2ccccc2Cl)c(O)c2ccccc21 returned OVCAR-4 82.4, SK-OV-3 80.8, RXF 393 87.7, OVCAR-3 78.9, IGROV1 74.9, A498 71.2, OVCAR-8 81.1, OVCAR-5 109.2 and ACHN 81.3.
For CCOP(=O)(OCC)C(=O)N(CC)CC the results were OVCAR-4 96.5, SK-OV-3 103.9, RXF 393 100.7, OVCAR-3 109.0, IGROV1 111.5, A498 95.4, OVCAR-8 96.1, OVCAR-5 110.9 and ACHN 105.1.
For O=C1C=CC(=O)C2C1C1(Cl)C(Cl)=C(Cl)C2(Cl)C1(Cl)Cl (stereo not given) the results were OVCAR-4 58.1, SK-OV-3 71.0, RXF 393 23.9, OVCAR-3 44.3, IGROV1 56.4, A498 36.1, OVCAR-8 74.3, OVCAR-5 78.3 and ACHN 50.8.
CC(=O)C1C(N2CC2)CC2C3CCC4=CC(=O)CCC4(C)C3CCC21C (stereo not given) was read as OVCAR-4 106.2, SK-OV-3 101.2, RXF 393 85.7, OVCAR-3 103.9, IGROV1 112.9, A498 99.1, OVCAR-8 104.8, OVCAR-5 98.7 and ACHN 100.0.
For Cn1c(O)c(C=N)c(=O)n(C)c1=O the results were OVCAR-4 102.0, SK-OV-3 93.8, RXF 393 109.8, OVCAR-3 101.1, IGROV1 96.1, A498 100.8, OVCAR-8 102.8, OVCAR-5 97.1 and ACHN 97.9.
For O=C(Oc1c(Cl)cc(Cl)cc1[N+](=O)[O-])C(Cl)(Cl)Cl the results were OVCAR-4 109.1, SK-OV-3 94.2, RXF 393 103.2, OVCAR-3 131.4, IGROV1 111.5, A498 94.4, OVCAR-8 103.6, OVCAR-5 106.3 and ACHN 102.7.

The list itself, from the start:
For [Au+].[N-]=C=O.c1ccc(CN2[CH-]N(Cc3ccccc3)C(c3ccccc3)=C2c2ccccc2)cc1 the results were OVCAR-4 79.7, SK-OV-3 96.8, RXF 393 83.0, OVCAR-3 82.6, IGROV1 81.1, A498 111.9, OVCAR-8 98.9, OVCAR-5 144.6 and ACHN 93.2.
For O=C1NC(=O)C(=Cc2cn(C[C@H](O)Cn3c4ccccc4c(=O)c4ccccc43)c3ccccc23)C(=O)N1 the results were OVCAR-4 112.2, SK-OV-3 99.4, RXF 393 95.7, OVCAR-3 105.2, IGROV1 82.3, A498 119.4, OVCAR-8 97.6, OVCAR-5 123.3 and ACHN 92.2.
Screening CCCCn1c(=O)c(C(=O)NCc2ccccc2Cl)c(O)c2ccccc21 returned OVCAR-4 82.4, SK-OV-3 80.8, RXF 393 87.7, OVCAR-3 78.9, IGROV1 74.9, A498 71.2, OVCAR-8 81.1, OVCAR-5 109.2 and ACHN 81.3.
For CCOP(=O)(OCC)C(=O)N(CC)CC the results were OVCAR-4 96.5, SK-OV-3 103.9, RXF 393 100.7, OVCAR-3 109.0, IGROV1 111.5, A498 95.4, OVCAR-8 96.1, OVCAR-5 110.9 and ACHN 105.1.
For O=C1C=CC(=O)C2C1C1(Cl)C(Cl)=C(Cl)C2(Cl)C1(Cl)Cl (stereo not given) the results were OVCAR-4 58.1, SK-OV-3 71.0, RXF 393 23.9, OVCAR-3 44.3, IGROV1 56.4, A498 36.1, OVCAR-8 74.3, OVCAR-5 78.3 and ACHN 50.8.
CC(=O)C1C(N2CC2)CC2C3CCC4=CC(=O)CCC4(C)C3CCC21C (stereo not given) was read as OVCAR-4 106.2, SK-OV-3 101.2, RXF 393 85.7, OVCAR-3 103.9, IGROV1 112.9, A498 99.1, OVCAR-8 104.8, OVCAR-5 98.7 and ACHN 100.0.
For Cn1c(O)c(C=N)c(=O)n(C)c1=O the results were OVCAR-4 102.0, SK-OV-3 93.8, RXF 393 109.8, OVCAR-3 101.1, IGROV1 96.1, A498 100.8, OVCAR-8 102.8, OVCAR-5 97.1 and ACHN 97.9.
For O=C(Oc1c(Cl)cc(Cl)cc1[N+](=O)[O-])C(Cl)(Cl)Cl the results were OVCAR-4 109.1, SK-OV-3 94.2, RXF 393 103.2, OVCAR-3 131.4, IGROV1 111.5, A498 94.4, OVCAR-8 103.6, OVCAR-5 106.3 and ACHN 102.7.
Screening CCN(CC)CC(=O)c1ccc(O)c(O)c1 returned OVCAR-4 91.0, RXF 393 108.1, OVCAR-3 105.9, IGROV1 92.7, A498 193.2, OVCAR-8 101.2, OVCAR-5 101.2 and ACHN 100.0.
C[C@]12CCC(=O)C=C1CC[C@@H]1[C@@H]2CC[C@]2(C)C(=O)CC[C@@H]12 was read as OVCAR-4 102.4, SK-OV-3 112.2, RXF 393 105.3, OVCAR-3 107.8, IGROV1 104.8, A498 74.3, OVCAR-8 113.3, OVCAR-5 98.6 and ACHN 99.4.
Screening CC(C)(NC(=O)O[C@@H]1CN2CCC1CC2)c1csc(-c2ccc(F)cc2)n1 returned OVCAR-4 97.4, SK-OV-3 99.6, RXF 393 105.3, OVCAR-3 109.0, IGROV1 101.5, A498 90.6, OVCAR-8 102.4, OVCAR-5 96.2 and ACHN 98.4.
`O=C(c1ccccc1)C1CCCC1` gave SK-OV-3 106.2, RXF 393 112.7, OVCAR-3 116.1, IGROV1 112.7, A498 101.0, OVCAR-8 106.7, OVCAR-5 107.5 and ACHN 105.3.
`CCCC(C)C1(CC)C(=O)NC(=O)N(C)C1=O` (stereo not given) gave OVCAR-4 108.4, SK-OV-3 89.3, RXF 393 119.0, OVCAR-3 108.2, IGROV1 96.6, A498 91.8, OVCAR-8 98.8, OVCAR-5 108.6 and ACHN 107.3.
Screening CN1C(=O)CCS(=O)(=O)C1c1ccc(Cl)cc1 (stereo not given) returned OVCAR-4 117.5, SK-OV-3 108.4, RXF 393 116.4, OVCAR-3 108.6, IGROV1 126.1, A498 90.4, OVCAR-8 104.0, OVCAR-5 97.8 and ACHN 100.8.
`CCC(CC)(c1ccccc1)C(OC(N)=O)c1ccccc1` (stereo not given) gave OVCAR-4 83.7, SK-OV-3 66.5, OVCAR-3 89.0, IGROV1 73.4, A498 79.2, OVCAR-8 92.5, OVCAR-5 111.3 and ACHN 87.4.
Screening C#C[C@@H]1CC2C3CCC4=C[C@@H](OC(C)=O)CCC4C3CC[C@]2(C)[C@H]1OC(C)=O (stereo not given in full) returned OVCAR-4 78.8, SK-OV-3 113.9, RXF 393 95.3, OVCAR-3 83.8, IGROV1 102.9, A498 104.0, OVCAR-8 87.4, OVCAR-5 97.4 and ACHN 93.1.
CCCCOC(C(=O)OCCN(C)C)(c1ccccc1)c1ccccc1 was read as OVCAR-4 110.6, SK-OV-3 109.4, RXF 393 112.0, OVCAR-3 104.1, IGROV1 89.6, A498 49.4, OVCAR-8 106.8, OVCAR-5 101.6 and ACHN 105.2.
For CNC(=O)C(Cl)Cl the results were OVCAR-4 111.6, SK-OV-3 103.8, RXF 393 104.6, OVCAR-3 111.4, IGROV1 104.8, A498 102.0, OVCAR-8 102.3, OVCAR-5 92.4 and ACHN 99.5.
`O=c1n(Cl)c(=O)n(Cl)c(=O)n1Cl` gave OVCAR-4 110.6&106.2, SK-OV-3 100.6&121.9, RXF 393 104.8&111.5, OVCAR-3 115.4&117.3, IGROV1 122.1&138.7, A498 107.6&100.2, OVCAR-8 117.1&111.9, OVCAR-5 99.2&106.0 and ACHN 100.9&107.6.
Screening c1ccc(CCNCc2ccccc2)cc1 returned OVCAR-4 100.8, SK-OV-3 97.3, RXF 393 114.5, OVCAR-3 100.6, IGROV1 92.7, A498 78.4, OVCAR-8 105.9, OVCAR-5 99.1 and ACHN 98.4.
For CC(C)C[C@H](NC(=O)CNC(=O)C[C@H]1O[C@@H]2OC3(C)CC[C@H]4[C@H](C)CC[C@@H]([C@H]1C)[C@@]24OO3)B(O)O the results were OVCAR-4 22.1, SK-OV-3 41.6, RXF 393 -81.6*, OVCAR-3 -12.4*, IGROV1 2.6*, A498 43.1, OVCAR-8 5.8*, OVCAR-5 -28.3* and ACHN 7.5*.
`O=S1(=O)NCCCN1O` gave OVCAR-4 87.1, SK-OV-3 110.1, RXF 393 100.1, OVCAR-3 113.3, IGROV1 115.3, A498 110.5, OVCAR-8 105.6, OVCAR-5 99.4 and ACHN 108.1.
For CCCC(C)COC(=O)Cc1ccccc1 (stereo not given) the results were OVCAR-4 109.5, SK-OV-3 103.9, RXF 393 116.4, OVCAR-3 109.9, IGROV1 105.6, A498 99.6, OVCAR-8 103.7, OVCAR-5 109.9 and ACHN 108.5.
For O=NNc1cccnc1 the results were OVCAR-4 108.7, SK-OV-3 87.4, OVCAR-3 101.8, IGROV1 102.5, A498 97.9, OVCAR-8 110.8, OVCAR-5 101.8 and ACHN 89.5.
`O=C(Cc1ccccc1)NC(O)C(Cl)(Cl)Cl` (stereo not given) gave OVCAR-4 105.1, SK-OV-3 105.7, RXF 393 104.6, OVCAR-3 124.4, IGROV1 114.5, A498 104.0, OVCAR-8 96.1, OVCAR-5 110.7 and ACHN 120.2.
Screening CC(=O)C1=CC[C@@]2(C)[C@@H](CC[C@@H]3[C@@H]2CC[C@]2(C)[C@@H](O)CC[C@@H]32)C1 returned OVCAR-4 91.9, SK-OV-3 120.9, RXF 393 106.2, OVCAR-3 113.8, IGROV1 99.6, A498 83.3, OVCAR-8 101.6, OVCAR-5 92.0 and ACHN 113.6.
`CC(=O)C1CCC2C3CCC4CC(O)CCC4(C)C3CCC12C#N` (stereo not given) gave OVCAR-4 114.7, SK-OV-3 100.0, RXF 393 106.5, OVCAR-3 112.3, IGROV1 105.7, A498 114.8, OVCAR-8 108.2, OVCAR-5 99.1 and ACHN 101.1.
C=CCC1(CCCCC)C(=O)NC(=S)NC1=O was read as OVCAR-4 99.9, SK-OV-3 102.6, RXF 393 106.2, OVCAR-3 101.4, IGROV1 114.2, A498 101.9, OVCAR-8 107.5, OVCAR-5 99.0 and ACHN 97.0.
`CC1=CC(=Nc2ccc(N(CCCl)CCCl)cc2)C=C(C)C1=O` gave OVCAR-4 -35.7*, SK-OV-3 49.9, RXF 393 -80.3*, OVCAR-3 -62.5*, IGROV1 21.0, A498 69.8, OVCAR-8 18.7, OVCAR-5 35.0 and ACHN -1.9*.
For NC(Cc1ccccc1)Cc1ccccc1 the results were OVCAR-4 101.0, SK-OV-3 111.4, RXF 393 73.1, OVCAR-3 101.4, IGROV1 92.9, A498 117.7, OVCAR-8 96.8, OVCAR-5 104.4 and ACHN 85.7.
Screening CCOC(=O)[C@@H](C)C[C@H](Cc1ccccc1)NC(=O)c1csc([C@@H](C[C@H](C(C)C)N(C)C(=O)[C@H](CCC(C)C)NC(=O)[C@H]2CCCCN2C)OC(C)=O)n1 returned OVCAR-4 48.2, SK-OV-3 2.1*, RXF 393 12.6, OVCAR-3 -1.3*, IGROV1 26.1, A498 -11.5*, OVCAR-8 18.0, OVCAR-5 28.2 and ACHN 9.2*.
Screening C=CC[Se]C(=O)c1ccccc1OC(C)=O returned OVCAR-4 -36.0*, SK-OV-3 -28.8*, RXF 393 -21.0*, OVCAR-3 2.4*, IGROV1 18.1, A498 -4.0*, OVCAR-8 -12.8*, OVCAR-5 -32.1* and ACHN -26.6*.
For Nc1ccc(C(=O)Oc2ccc(CCN3CCCCC3)cc2)cc1 the results were OVCAR-4 105.6, SK-OV-3 95.4, RXF 393 111.6, OVCAR-3 125.7, IGROV1 138.7, A498 108.6, OVCAR-8 94.5, OVCAR-5 109.7 and ACHN 99.9.
Screening CC(C)[C@@]12CC[C@@H]3[C@@]4(C)CCC[C@@](C)(C(=O)N5CCN(C)CC5)[C@@H]4C[C@H]4O[C@@]34[C@@H](OO1)O2 returned OVCAR-4 84.1, SK-OV-3 99.2, RXF 393 87.0, OVCAR-3 80.0, IGROV1 100.0, A498 99.9, OVCAR-8 103.7, OVCAR-5 109.3 and ACHN 101.0.
CC[C@@H](CO)NC(=O)[C@@H]1C=C2c3cccc4[nH]cc(c34)C[C@H]2N(C)C1 was read as OVCAR-4 106.6, SK-OV-3 108.6, RXF 393 130.6, OVCAR-3 114.3, IGROV1 106.3, A498 108.1, OVCAR-8 99.1, OVCAR-5 107.4 and ACHN 94.1.
`O=c1c2ccccc2[se]n1-c1ccccc1` gave OVCAR-4 104.7, SK-OV-3 112.4, RXF 393 113.2, OVCAR-3 109.5, IGROV1 97.9 and A498 90.0.
For CCC(C)C1(CC)C(=O)NC(=O)N(C)C1=O (stereo not given) the results were OVCAR-4 99.0, SK-OV-3 102.6, RXF 393 115.7, OVCAR-3 104.8, IGROV1 105.6, A498 102.6, OVCAR-8 113.5 and ACHN 99.9.
For Cc1cccc(N2CCN(CCO)CC2)c1 the results were OVCAR-4 111.8, SK-OV-3 109.6, RXF 393 120.8, OVCAR-3 125.0, IGROV1 120.2, A498 124.3, OVCAR-8 112.1, OVCAR-5 106.9 and ACHN 109.9.
For Oc1ccc(C(=C(Cl)Cl)c2ccc(O)cc2)cc1 the results were OVCAR-4 79.6, SK-OV-3 97.1, RXF 393 100.5, OVCAR-3 74.2, IGROV1 82.8, A498 74.9, OVCAR-8 58.8, OVCAR-5 90.0 and ACHN 61.3.
Screening CN(CCC#N)c1ccc(C=C(C#N)C#N)cc1 returned OVCAR-4 98.9, SK-OV-3 101.2, OVCAR-3 113.6, IGROV1 98.8, A498 107.0, OVCAR-8 106.1, OVCAR-5 99.4 and ACHN 100.4.
